# Screens deposited in PubChem by several laboratories.
# cardiac RTF act: increases calcium sensitivity of human cardiac regulated thin filaments; IANBD-labeled TnC RTF fluorescence at EC20 calcium; 0% EC20 calcium, 100% full calcium; P19429+P45379; actives 0.24% (n = 340,000); activation, % at 7.2 µM;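 active means activation above the mean over all tested compounds plus 3 SD, cut at about 30% in these data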;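 further: rise in fluorescence read as greater calcium sensitivity of cardiac thin filaments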
# Cardiac RTF inh: cardiac RTF calcium desensitization; actives 0.12% (n = 340,000); IANBD-labeled cardiac RTF, Ca2+ fluorescence; inhibition, % at 7.15 µM; P19429+P45379;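 active means inhibition above the mean inhibition of all tested compounds plus 3 SD, cut at about 17% in these data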;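 further: assay run at fixed EC70 calcium of 1.6 mM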
# Wnt bcat act: activates Wnt/beta-catenin signaling in a reporter cell assay; activation, % at 9.35 µM; actives 1.2% (n = 300,000); activator, plate reader; AID 743398; in the data active means activation above about 30%, passing the limit was not always enough;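 further: 0% = neutral control wells and 100% = positive control wells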
# Arrestin-AP2 inh: blocks beta-arrestin peptide binding to AP2 adaptin; FITC-arrestin peptide / GST-AP2 beads, flow cytometry; AP2 beta2 appendage carries R879A mutation; inhibition, % at 10 µM; actives 0.31% (n = 340,000);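 active means inhibition above a set limit, near 3 SD of compounds lacking own fluorescence, cut at about 54% in these data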;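 further: plate controls were DMSO wells for no effect and 5 µM unlabelled arrestin peptide for full effect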
#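 Test system: GST-tagged AP2 beta2-adaptin appendage (R879A) on 4 µm glutathione beads; also added: fluorescein-tagged arrestin peptide at 50 nM final; timing: 12 min plus 1 h, RT; signal: flow cytometry, FL1 (488/535 nm); read-out: percent drop in bead-associated FITC signal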
# OPRM1-OPRD1 ag: agonists of human mu-delta opioid receptor heterodimerization | AID 504326 | actives 0.3% (n = 340,000) | cells, OPRM1-OPRD1 heterodimerization, luminescence | activation, % at 9.3 µM; in the data active means activation above about 18%;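 further: 0% = vehicle-treated cells and 100% = reference agonist; values of inactives mirror those of a sister screen read the other way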
# V-ATPase pH: alters yeast V-ATPase proton transport | S. cerevisiae, pHLuorin cytosolic pH fluorescence | response, % at 10 µM | actives 0.37% (n = 350,000); in the data active means response mostly above about 7.3%, no sharp cut-off; inactive means mostly below about 5.4%; further: actives read high; inactives centre near 0; some compounds called inactive have numbers as strong as hits; reference of the scale not given here
# LANA DNA inh: KSHV C-LANA DNA binding inhibition | MBP-C-LANA/FAM-LBS DNA binding, fluorescence polarization | inhibition, % at 9 µM | actives 0.078% (n = 340,000) | AID 504423;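 active means highest replicate inhibition at or above 60% at 9 µM, even if other replicates fall short; inactive means all replicates below 60% inhibition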;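 further: 0% = neutral control wells and 100% = 4 µM acridine orange control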
# Pemphigus Ab inh: human desmoglein-3 autoantibody binding inhibition; binding (percent of control), % at 10 µM; DSG3-coupled beads, scFv-anti-DSG3-GFP binding, flow cytometry; hits give low values; actives 0.48% (n = 310,000); P32926;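 active means binding more than 3 SD below its plate's average and above zero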;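 further: hits lower antibody fragment binding to DSG3; some compounds called inactive have numbers as strong as hits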
# Target sequence (P32926 whole entry, looked up, the tested form may be a part): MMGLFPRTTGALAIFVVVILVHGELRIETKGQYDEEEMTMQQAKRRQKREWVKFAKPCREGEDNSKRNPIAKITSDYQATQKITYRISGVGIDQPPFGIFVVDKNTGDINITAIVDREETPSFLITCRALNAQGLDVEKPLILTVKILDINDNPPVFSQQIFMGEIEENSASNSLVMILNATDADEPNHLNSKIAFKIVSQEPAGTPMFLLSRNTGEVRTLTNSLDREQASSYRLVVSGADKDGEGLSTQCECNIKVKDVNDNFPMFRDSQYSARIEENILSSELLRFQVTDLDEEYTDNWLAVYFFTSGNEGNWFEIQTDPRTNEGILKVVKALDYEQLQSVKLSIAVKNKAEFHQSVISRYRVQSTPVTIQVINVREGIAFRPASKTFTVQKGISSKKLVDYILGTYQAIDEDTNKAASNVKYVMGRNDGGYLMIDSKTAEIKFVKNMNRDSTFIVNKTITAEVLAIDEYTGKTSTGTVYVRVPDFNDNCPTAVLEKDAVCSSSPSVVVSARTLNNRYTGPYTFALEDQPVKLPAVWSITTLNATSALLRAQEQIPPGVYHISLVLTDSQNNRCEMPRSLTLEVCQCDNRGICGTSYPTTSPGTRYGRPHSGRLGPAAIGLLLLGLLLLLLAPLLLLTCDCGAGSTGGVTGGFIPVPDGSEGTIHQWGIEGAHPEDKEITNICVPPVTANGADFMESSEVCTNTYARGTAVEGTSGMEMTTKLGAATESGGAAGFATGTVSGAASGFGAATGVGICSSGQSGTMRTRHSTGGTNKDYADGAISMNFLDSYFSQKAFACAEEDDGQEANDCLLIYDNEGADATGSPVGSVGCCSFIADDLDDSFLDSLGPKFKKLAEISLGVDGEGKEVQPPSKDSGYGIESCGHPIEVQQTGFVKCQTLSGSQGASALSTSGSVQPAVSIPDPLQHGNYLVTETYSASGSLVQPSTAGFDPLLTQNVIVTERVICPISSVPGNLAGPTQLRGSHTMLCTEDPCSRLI
# Keap1-Nrf2 PPI: disrupts human Keap1 binding to Nrf2 peptide. Q14145. actives 0.15% (n = 340,000). Keap1 Kelch-Nrf2 peptide fluorescence polarization, 1536-well. inhibition, % at 9.4 µM; in the data active means inhibition above about 12%;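 further: human Keap1 Kelch domain with fluorescein labeled Nrf2 9mer peptide probe; 0% = neutral control wells and 100% = peptide positive control; higher means more block of Keap1 binding to Nrf2 peptide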
# MOR-DOR inv ag: inverse agonists of human mu-delta opioid receptor heterodimerization | inhibition, % at 9.3 µM | P35372+P41143 | cell-based MOR-DOR heterodimer luminescence, inverse agonism | AID 504357 | actives 0.21% (n = 340,000); in the data active means inhibition above about 22%, passing the limit was not always enough;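 further: 0% = cells with DMSO and 100% = wells without cells with DMSO; values of inactives mirror those of a sister screen read the other way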
# The depositor's hits bear a star; . = no result given.
SMILES,cardiac RTF act,Cardiac RTF inh,Wnt bcat act,Arrestin-AP2 inh,OPRM1-OPRD1 ag,V-ATPase pH,LANA DNA inh,Pemphigus Ab inh,Keap1-Nrf2 PPI,MOR-DOR inv ag
Cc1ccccc1N1CC(C(=O)Nc2nnc(SCc3ccccn3)s2)CC1=O (stereo not drawn),1,-4,1,-15,-3.5,0,0.5,93,-1,18
COc1ccccc1NC(=O)Nc1ccc(NC(=O)c2ccccc2O)cc1,-9,-8,1,12,-2.7,2,-2.2,111,-3,12
CCCCCCCCSc1nnc(CSc2nc3nc(C)cc(C)n3n2)o1,0,-9,.,-25,0.0,3,-0.3,95,-3,0
CCNC(=O)N(C)C[C@H]1N[C@@](CC)(C(=O)OC)[C@H]2C(=O)N(C)C(=O)[C@@H]12,6,-1,-1,4,-3.3,2,-1.5,106,-3,16
CSc1nc(C)c(Cl)c(C)c1C#N,-3,-1,-2,1,-0.4,-1,-1.0,100,2,2
CCc1ccc(OCC(=O)NNC(=O)c2c(CC)noc2C)cc1,2,-6,0,-6,-1.0,1,1.4,101,1,6
NC(=O)COC(=O)c1cc(-c2ccco2)nc2ccccc12,-4,-1,-2,0,-1.8,-1,3.6,88,4,10
CC(C)(C)NC(=O)C(c1ccc(-c2ccccc2)cc1)N(C[C@H]1CC[C@@H]([C@@H]2CC[C@H](CO)O2)O1)C(=O)c1ccccc1F (stereo partly drawn),4,-7,.,9,-2.5,-4,0.1,101,1,12
CC(C)C(=O)Nc1ccc(C(=O)CN2C(=O)NC3(CCOc4ccccc43)C2=O)cc1 (stereo not drawn),-1,-6,-4,3,-3.3,-8,-0.5,92,2,13
O=C(OCC(=O)N1CCN(C(=O)c2ccco2)CC1)c1cc(-c2ccccc2)nc2ccccc12,6,-16,.,4,1.1,1,-0.6,108,-8,-6
O=C(Nc1ccc(Br)cc1)N1CCCCC1,1,2,4,1,-0.4,4,-1.5,.,0,2
CCOc1ccccc1OCCC(=O)NNC(=O)Cn1nc(C)cc1C,1,-17,2,0,-2.3,0,1.1,100,-3,15
COc1ccc2nc(N3CCCCC3)c(/C=C3\SC(=S)NC3=O)cc2c1,-3,0,4,-18,0.9,1,-0.3,111,-3,-4
CCCn1nc2cc(C(=O)NCc3ccc(C)cc3)ccc2c1OCC,0,-5,1,-8,-0.2,4,1.6,96,4,1
COC(=O)C1=C(C(=O)OC)[C@@H]2Nc3ccccc3[C@@]23C[C@@H](C(=O)OC)N=C3N1,-3,-2,4,12,-0.3,-3,-0.4,100,-4,2
COc1ccc(C=O)c(OC)c1,-8,5,0,2,-2.8,2,0.7,93,-3,14
O=C(C1CC1)N1CCC(c2nc(-c3ccc(S(=O)(=O)N4CCCC4)cc3)no2)CC1,0,-1,-4,5,-0.3,2,1.4,106,-3,2
COc1ccccc1CCNC(=O)CSc1nc(=O)[nH]c2c1CCC2,3,-9,-2,-6,-2.7,0,0.2,94,3,14
O=C(O)c1ccc(Cl)c(S(=O)(=O)NCc2cccnc2)c1,2,-10,-1,10,1.5,-6,.,117,.,-7
CCOC(=O)N1CCC(N2Cc3cccc(C(=O)NC(C)c4ccc5c(c4)OCCO5)c3C2=O)CC1 (stereo not drawn),-2,-4,-2,20,-1.6,2,-1.2,109,0,8
FC(F)(F)c1nc2cc3nc4ccccc4[nH]c3cc2n1,-1,1,25,-17,-3.1,-1,-1.1,102,3,17
O=C(CN1C(=O)NC2(CCCCCCC2)C1=O)N1CCc2ccccc2C1,3,-8,-2,7,0.5,2,-0.1,101,4,-3
O=C(OCc1cnc(Cl)s1)c1cccc(Cl)c1,-2,-1,.,11,-1.9,0,0.5,97,0,9
CN(C)c1ccc(NC(=O)CSc2n[nH]c(-c3ccco3)n2)cc1,-4,2,0,0,2.9,-8,-0.9,128,2,-15
CC(/C=C/c1ccco1)=N\NC(=O)COc1ccc(C)c(C)c1,5,-7,-1,-37,-0.5,0,0.3,97,-6,2
COc1ccc(OC(=O)NCCc2ccccc2)cc1,3,-10,-1,40,-3.3,0,-2.0,121,-2,17
CC(C)OC(=O)CN1CCN(C2c3ccccc3-c3ccccc32)CC1,1,-9,.,-8,0.8,1,-2.0,102,-5,-3
CC(C)(C)c1ccc(/C=C2\Oc3cc(O)ccc3C2=O)cc1,9,-21,22,-5,-0.2,1,2.1,94,1,1
Cc1ccccc1OCc1nc(-c2ccc(-n3cccc3)cc2)no1,-2,-11,-3,4,1.0,-2,0.5,97,-5,-6
CS(=O)(=O)c1ccc(C(=O)NC2CCOC2=O)cc1 (stereo not drawn),2,-8,0,3,-0.2,-2,0.4,103,0,1
CC1(C)NC(=O)N(CCC(=O)Nc2cc(C(F)(F)F)ccc2Cl)C1=O,-3,1,4,-3,-2.7,1,0.9,98,-5,10
COc1cc(/C=C(\C(=O)O)c2ccc(S(=O)(=O)N3CCCC3)s2)cc(OC)c1,-1,-1,0,16,-2.3,-3,3.3,89,-2,11
Cc1ccc(NC(=O)CC2SC3=NCCN3C2=O)cc1 (stereo not drawn),-1,-3,.,-4,-3.3,-1,0.7,98,-3,16
O=C1CCCC2=C1C(c1ccc(Cl)cc1)n1c(s/c(=C\c3ccc4ccncc4c3)c1=O)=N2 (stereo not drawn),3,-4,36*,0,-0.8,-2,0.3,99,-3,4
Cc1cc(=O)oc2cc(OC(C)C(=O)NC3CCCC3)ccc12 (stereo not drawn),1,-13,-2,2,2.6,3,0.7,116,-2,-21
COc1ccc(NC(=O)CN2CCN(c3ccc(F)cc3)CC2)cc1,-9,6,2,32,-3.2,-2,2.7,106,-1,15
O=C(c1ccc(S(=O)(=O)N2CCC(c3nc4ccccc4s3)CC2)cc1)N1CCOCC1,5,-2,-1,-4,-0.6,2,-0.8,99,-4,3
O=C(NCCc1ccccc1)c1ccc(NS(=O)(=O)c2ccc3[nH]c(=O)[nH]c3c2)cc1,0,-15,-4,3,2.2,-1,1.2,102,1,-14
COc1cccc(C(O)c2cnc(C(C)C)n2C)c1 (stereo not drawn),-4,0,-2,26,-0.9,2,1.2,98,1,5
CCCCNC(=O)/C(=C/c1ccco1)NC(=O)c1ccco1,1,-6,1,15,-2.7,3,-0.8,109,2,12

# Quoted from the entries so far for reference:
SMILES,cardiac RTF act,Cardiac RTF inh,Wnt bcat act,Arrestin-AP2 inh,OPRM1-OPRD1 ag,V-ATPase pH,LANA DNA inh,Pemphigus Ab inh,Keap1-Nrf2 PPI,MOR-DOR inv ag
CC(C)OC(=O)CN1CCN(C2c3ccccc3-c3ccccc32)CC1,1,-9,.,-8,0.8,1,-2.0,102,-5,-3
CC(C)(C)c1ccc(/C=C2\Oc3cc(O)ccc3C2=O)cc1,9,-21,22,-5,-0.2,1,2.1,94,1,1
Cc1ccccc1OCc1nc(-c2ccc(-n3cccc3)cc2)no1,-2,-11,-3,4,1.0,-2,0.5,97,-5,-6
CS(=O)(=O)c1ccc(C(=O)NC2CCOC2=O)cc1 (stereo not drawn),2,-8,0,3,-0.2,-2,0.4,103,0,1
CC1(C)NC(=O)N(CCC(=O)Nc2cc(C(F)(F)F)ccc2Cl)C1=O,-3,1,4,-3,-2.7,1,0.9,98,-5,10
COc1cc(/C=C(\C(=O)O)c2ccc(S(=O)(=O)N3CCCC3)s2)cc(OC)c1,-1,-1,0,16,-2.3,-3,3.3,89,-2,11
Cc1ccc(NC(=O)CC2SC3=NCCN3C2=O)cc1 (stereo not drawn),-1,-3,.,-4,-3.3,-1,0.7,98,-3,16
O=C1CCCC2=C1C(c1ccc(Cl)cc1)n1c(s/c(=C\c3ccc4ccncc4c3)c1=O)=N2 (stereo not drawn),3,-4,36*,0,-0.8,-2,0.3,99,-3,4
Cc1cc(=O)oc2cc(OC(C)C(=O)NC3CCCC3)ccc12 (stereo not drawn),1,-13,-2,2,2.6,3,0.7,116,-2,-21
COc1ccc(NC(=O)CN2CCN(c3ccc(F)cc3)CC2)cc1,-9,6,2,32,-3.2,-2,2.7,106,-1,15
O=C(c1ccc(S(=O)(=O)N2CCC(c3nc4ccccc4s3)CC2)cc1)N1CCOCC1,5,-2,-1,-4,-0.6,2,-0.8,99,-4,3

# Next part.
SMILES,cardiac RTF act,Cardiac RTF inh,Wnt bcat act,Arrestin-AP2 inh,OPRM1-OPRD1 ag,V-ATPase pH,LANA DNA inh,Pemphigus Ab inh,Keap1-Nrf2 PPI,MOR-DOR inv ag
O=C1NC(=Nc2ccccc2)/C(=C/c2ccco2)S1,0,-21,-8,-2,1.2,-1,-0.3,103,-3,-9
CCn1cc(C(=O)OCC(=O)NCc2ccc3c(c2)OCO3)c(=O)c2ccc(C)nc21,7,3,2,5,-1.1,5,0.2,108,-4,6
Cc1ccc(CS(=O)(=O)c2ncn[nH]2)cc1,4,4,-1,14,-1.3,-2,-0.4,99,-2,7
Nc1cccn2c(-c3ccc(Cl)cc3)cnc12,9,-6,-2,-9,-1.6,-2,-1.4,104,-3,8
CCNC(=S)NNC(=O)c1ccc2ncccc2c1,1,-4,0,44,-2.6,0,-0.3,123,0,13
COc1cc(C2C(C(=O)c3cccs3)=C(O)C(=O)N2c2cc(C)on2)ccc1O (stereo not drawn),-7,2,8,7,-4.0,6,-0.9,101,0,23
Cc1cc(C)n(-c2ccc(NC(=O)C3CCCCN3C(=O)c3ccc(C)s3)cc2)n1 (stereo not drawn),5,3,1,25,-1.7,0,-1.2,103,0,9
COc1ccc(-n2c(-c3cc(-c4ccccc4)sc3N)n[nH]c2=S)cc1,-1,0,21,10,7.9,-2,-2.0,113,-2,-40
Cc1cccc(OCc2nnc(SCC(=O)Nc3ccc(N4CCOCC4)cc3)o2)c1,-1,0,-2,14,-1.5,3,-0.2,91,0,9
CCOc1ccc(S(=O)(=O)N2CCOCC2)cc1NC(=O)CSCc1ccc(C)cc1,-3,-6,-13,4,-0.7,-3,-2.5,.,1,3
CCOc1ccc(N2C(=O)C3C4C=CC([C@H]5CC45)[C@@H]3C2=O)cc1 (stereo partly drawn),4,-4,1,-10,-0.9,-2,-1.2,94,4,4
CC(C)(C)OC(=O)NCCc1nnc(SCc2ccccc2Cl)o1,-1,-1,.,-4,0.3,-2,2.3,103,-2,-2
Cc1ccc(S(=O)(=O)Nc2ccc3c(c2)nc(CCN2CCCC2)n3C)cc1,-4,2,-1,17,-1.4,-4,-1.9,.,-5,7
Cc1ccc(/C=N/n2c(C)nnc2C)s1,2,-1,-5,25,-3.4,3,1.2,.,1,17
Cc1cc(C(=O)N2CCN(c3ccccc3Cl)CC2)c(C)o1,3,-7,-2,19,-0.1,3,-4.6,115,-2,0
